HepG2 tox = HepG2 cytotoxicity, counter-screen for TGF-b inhibitors | HepG2 CAGA-GFP viability, ATP luminescence, 18 h | AID 588856 | Potency, µM (titrated, usually from 46.1 µM), inactives show at the top dose activity change, negative = cytotoxicity, actives largely listed as cytotoxic | actives 0.76% (n = 410,000); further: some results filed as inactive show a strong effect at the top dose
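CellTiter-Glo luminescence gave cytotoxicity after 18 hours at 37 degrees C. The cells were HepG2 CAGA-GFP in 1% FBS DMEM, stimulated with 500 pg/mL TGF-beta after compound addition. %Activity was normalised to no-cell wells (complete cell-killing) and DMSO (no toxicity), and curves were fitted and classified.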
MCF10A rerep = inducers of DNA re-replication in MCF 10A breast cells. MCF 10A DNA re-replication, Hoechst nuclear intensity, 48 h. Potency, µM (series often up to 46.1 µM), inactives show at the top dose activity, positive = re-replication, most hits filed as activators. actives 2.9% (n = 350,000). AID 624296; further: % of control where 0% means no effect; nearly all actives have a fitted effect of over 50% in size
A549 viability = kills or reduces viability of A549 cells in Nrf2 counter-screen; actives 0.16% (n = 390,000); Potency, µM (highest dose often 46 µM), inactives show at the highest dose activity change, negative = cytotoxicity, hits mostly inhibitors; A549 ARE-Fluc cells, CellTiter-Fluor viability, 18-24 h; AID 504648; further: on the % scale 0 is the no-effect control and ±100 the full control effect
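Cytotoxicity counterscreen: CellTiter-Fluor fluorescence was measured in A549 ARE_Fluc cells after 18-24 h of compound exposure in a concentration series. The subsequent BugLite luminescent read reports ARE-luciferase activity.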
Nrf2 activator = activates Nrf2 signaling; AREc32 ARE-luciferase reporter (MCF7-derived line), luminescence, 24 h; Potency, µM (titrated, usually from 46.1 µM), inactives show top-dose activation, usual class: activators; actives 0.31% (n = 410,000); AID 624171; further: % of control where 0% means no effect; nearly all actives have a fitted effect of over 65% in size
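Luciferase luminescence (Steady-Glo, 30 min at room temperature) served as the read-out of ARE activation in AREc32 cells treated with compounds for 24 hr at 37 deg C.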
EPAC2 antagonist = blocks human EPAC2 exchange factor | actives 0.18% (n = 360,000) | Q8WZA2 | EPAC2 GEF exchange of Rap1B-BODIPY-GDP, fluorescence | Potency, µM (titrated, usually from 114 µM), for the others: top-dose activity, negative = inhibition, actives largely listed as inhibitors; further: on the % scale 0 is the no-effect control and ±100 the full control effect; nearly all actives have a fitted effect of over 45% in size; many of its hits are not listed in these tables
Target sequence (Q8WZA2 whole entry, looked up): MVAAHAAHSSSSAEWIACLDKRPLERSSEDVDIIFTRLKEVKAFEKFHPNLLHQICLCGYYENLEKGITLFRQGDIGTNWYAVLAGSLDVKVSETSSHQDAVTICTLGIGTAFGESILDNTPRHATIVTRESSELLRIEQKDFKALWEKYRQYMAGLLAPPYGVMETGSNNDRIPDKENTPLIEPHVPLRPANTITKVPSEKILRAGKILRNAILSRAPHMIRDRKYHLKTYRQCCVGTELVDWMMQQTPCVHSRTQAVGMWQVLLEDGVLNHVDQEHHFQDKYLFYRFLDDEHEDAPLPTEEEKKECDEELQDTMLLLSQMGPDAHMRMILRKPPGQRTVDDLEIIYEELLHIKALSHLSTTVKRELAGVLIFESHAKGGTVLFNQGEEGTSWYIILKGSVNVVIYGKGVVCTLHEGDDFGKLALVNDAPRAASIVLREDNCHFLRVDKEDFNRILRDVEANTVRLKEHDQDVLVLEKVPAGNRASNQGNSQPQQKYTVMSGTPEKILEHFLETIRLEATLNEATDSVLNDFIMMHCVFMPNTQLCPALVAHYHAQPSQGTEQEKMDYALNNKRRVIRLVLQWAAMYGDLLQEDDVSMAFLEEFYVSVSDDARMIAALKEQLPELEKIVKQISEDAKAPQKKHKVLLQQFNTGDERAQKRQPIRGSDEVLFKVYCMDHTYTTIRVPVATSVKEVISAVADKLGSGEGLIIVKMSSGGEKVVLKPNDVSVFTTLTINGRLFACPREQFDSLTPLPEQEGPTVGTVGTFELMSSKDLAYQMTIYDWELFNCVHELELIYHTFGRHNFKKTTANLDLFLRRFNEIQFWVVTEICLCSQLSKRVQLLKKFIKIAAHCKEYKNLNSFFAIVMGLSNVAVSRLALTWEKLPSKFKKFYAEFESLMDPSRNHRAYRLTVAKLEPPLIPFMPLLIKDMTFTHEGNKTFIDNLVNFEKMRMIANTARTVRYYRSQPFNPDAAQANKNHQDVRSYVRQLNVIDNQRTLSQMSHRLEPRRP
ATXN2 expr inh = reduces ATXN2 reporter expression in HEK-293 cells; AID 1745845; actives 0.72% (n = 360,000); HEK-293 ATXN2-luciferase reporter, luminescence, 24 h; Potency, µM (top dose mostly 57 µM), without a hit: top-dose activity change, negative = inhibition, actives largely listed as inhibitors; further: on the % scale 0 is the no-effect control and ±100 the full control effect; nearly all actives have a fitted effect of over 55% in size
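ATXN2-luciferase reporter cells (luciferase flanked by upstream and downstream ATXN2 gene portions) were treated 24 h at 37 °C with compounds at up to 57 uM. SteadyGlo luminescence gave expression; GF-AFC fluorescence gave viability.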
Nrf2 block = Nrf2 pathway inhibition; Potency, µM (doses to about 46 µM), for the others: top-dose activity change, negative = inhibition, usual class: inhibitors; AID 504444; A549 ARE-Fluc reporter, luciferase luminescence, 18-24 h; actives 2.1% (n = 360,000); further: on the % scale 0 is the no-effect control and ±100 the full control effect; nearly all actives have a fitted effect of over 60% in size
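A549 ARE_Fluc cells (5000/well, 5% FBS OPTI-MEM) pre-incubated 2 h, then treated with compounds 18-24 h at 37C/5% CO2 in concentration-response. CellTiter-Fluor viability read first; BugLite luciferase luminescence after 15 min at room temperature gives Nrf2 activity.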
TGFb SMAD3 inh = blocks TGF-b signaling; AID 588855; actives 1.2% (n = 410,000); Potency, µM (doses to about 46.1 µM), inactives show at the top dose activity, negative = inhibition, usual class: inhibitors; HepG2 CAGA-GFP TGF-b/SMAD3 reporter, GFP fluorescence, 18 h; TGF-beta stimulated, 500 pg/mL final; further: on the % scale 0 is the no-effect control and ±100 the full control effect; nearly all actives have a fitted effect of over 65% in size
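Read-out: total well GFP (ex488/em500-530) summed from mean per-cell fluorescence. Cells: HEPG2 CAGA-GFP, 1% FBS DMEM, 18 h at 37 degrees C with 500 pg/mL final TGF-beta. Unstimulated wells served as the full-inhibition control; stimulated DMSO wells = 0%.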
ATXN viability = cell viability loss in ATXN counter-screen | S2 cells (HEK-293 line with an ATXN2-luciferase reporter) viability, CellTiter-Fluor protease fluorescence, 24 h | Potency, µM (top dose mostly 56.7 µM), actives largely listed as cytotoxic | actives 0.49% (n = 400,000) | AID 651635; further: nearly all actives have a fitted effect of over 40% in size
Numbers without * were called inactive; i = inactive; ? = inconclusive; . = not tested or not shown; [ ] = dose if it differs, or a comment. The call rests on the fitted dose curve; in most records, active means well fitted curve in the direction sought with a large enough effect; inconclusive means small, poorly fitted or top-dose-only effect, or another doubt; inactive means no such curve, though single readings can be large; an effect the other way counts as inactive or inconclusive. Potency means the concentration at half of the fitted maximal effect. Some of the compounds tested; the hit share may differ from the screen's.

entry	SMILES	HepG2 tox	MCF10A rerep	A549 viability	Nrf2 activator	EPAC2 antagonist
1	Cc1cccc(N2CCN(C(=O)c3ccc(CNc4c(N5CCC(C)CC5)c(=O)c4=O)cc3)CC2)c1C	-8%	-9%	4%	0.1%	-15%
2	CN(C(=O)c1ccc2c(c1)N(Cc1ccccc1F)C(=O)c1ccccc1S2)C1CCCCC1	-12%	.	-9%	-0.7%	.
3	CN(CC(=O)Nc1ccc(N2CCOCC2)cc1)Cc1cc(=O)n2ccsc2n1	4%	0%	0%	0.4%	10%
4	Cc1ccc(-n2c(=O)c3ccc(C(=O)NCc4ccccc4Cl)cc3n(CC(N)=O)c2=O)cc1	-12%	.	-3%	-1.1%	.
5	CCOc1ccccc1N/C=C/C(=O)C(C)(C)C	-16%	-180%[0.0737 µM]	-4%	0.1%	-3%
6	COc1cccc(C(=O)NCc2ccco2)c1	1%	-6%	-4%	?	-3%
7	COc1ccc(C(CNC(=O)c2cccc(NS(=O)(=O)c3ccc(C)c(F)c3)c2)N2CCCC2)cc1 (centres undefined)	-10%	14%	-20%	3.0%	-7%
8	COc1ccc2nc(NC(=O)c3ccc(NS(=O)(=O)c4cccs4)cc3)sc2c1	-1%	?	11%	4.4%	-13%
9	CC(C)(C)C(=O)Nc1ccc(-c2nnc3n2CCCCC3)cc1	-11%	-9%	4%	-0.1%	1%
10	CC1CCc2nn(CC(=O)NCc3ccc(F)cc3)cc2C1 (centres undefined)	8%	-1%	-9%	-1.2%	4%
11	N#Cc1c(-n2ncnc2-c2cccc(Br)c2)sc2c1CCCCC2	10%	.	3%	-0.2%	.
12	CCOc1ccc(CC(=O)Nc2c(C(=O)Nc3ccc(OC)cc3OC)oc3ccccc23)cc1	-5%	.	6%	-1.4%	.
13	O=[N+]([O-])c1ccc(NN=Cc2ccc(O)cc2O)nc1	-13%	?	?	0.1%	1%
14	NC(=O)c1ccsc1NC(=O)COC(=O)Cc1c[nH]c2ccccc12	-25%	3%	-13%	2.7%	-5%
15	O=C(Nc1cccc(C(=O)N2CCCCC2)c1)C1CCCCC1	1%	3%	1%	0.2%	12%

entry	ATXN2 expr inh	Nrf2 block	TGFb SMAD3 inh	ATXN viability
1	-21%	15%	-27%	i
2	.	.	-24%	.
3	-22%	0%	-16%	i
4	1%	?	3%	i
5	12%	19%	0%	i
6	.	5%	16%	i
7	-15%	-8%	-10%	i
8	20%	1%	-19%	i
9	9%	-5%	-2%	i
10	4%	7%	-5%	i
11	6%	?	3%	i
12	-6%	-5%	5%	i
13	?	-16%	2%	i
14	-15%	?	-6%	i
15	9%	8%	12%	i

Remaining list, next part.
entry	SMILES	HepG2 tox	MCF10A rerep	A549 viability	Nrf2 activator	EPAC2 antagonist
16	COc1ccc2c(CNCc3cccs3)c(C(=O)O)n(Cc3ccccc3)c2c1	-39%	.	?	5.6%	.
17	COc1ccc(C2(C(=O)O)CCCC2)cc1	-11%	-4%	-4%	0.0%	1%
18	CC1CC(C)CN(CCCNC(=O)C2CCCN(S(=O)(=O)N3CC(C)CC(C)C3)C2)C1 (centres undefined)	-29%	5%	-1%	-0.6%	-4%
19	CC1CN(C(=O)c2ccccc2)OC(c2ccc3c(c2)OCO3)O1 (centres undefined)	1%	18%	3%	-0.9%	8%
20	Cc1cc(=O)[nH]c(N2CCc3ccccc3C2)n1	-18%	4%	15%	0.1%	2%
21	CN(C)c1ccc(/C=N/NC(=O)CNC(=O)/C=C/c2ccco2)cc1	7%	?	1%	6.7%	-3%
22	CCCCNC(=S)NNC(=O)c1ccc2c(c1)OCO2	3%	2%	3%	-0.2%	-2%
23	O=C(O)c1cc(NC(=O)c2cccc(N3C(=O)c4ccccc4C3=O)c2)cc(C(=O)O)c1	-8%	0%	1%	-0.4%	0%
24	CC(C)Cn1cnc2c1c(=O)n(CC(=O)NC(=O)NC(C)(C)C)c(=O)n2Cc1ccccc1	8%	6%	-4%	2.2%	6%
25	Cc1ccnc(NS(=O)(=O)c2ccc(NC(=O)CN3C(=O)CCC3=O)cc2)n1	-1%	5%	7%	-1.0%	0%
26	CN(C)CCCNc1nc(N)c([N+](=O)[O-])c(NC2CCCCC2)n1	-3%	-10%	4%	-0.4%	-10%
27	CCOC(=O)C1(C)NC(c2ccco2)C2C(=O)N(c3ccccc3)C(=O)C21 (centres undefined)	-11%	-2%	16%	-0.8%	-12%
28	Nc1c(Cl)cc(N=Nc2ccccc2)cc1Cl	-62%	23µM*	-10%	6.3µM*	0%
29	Cc1nc(N2CCCC2)ncc1C(=O)NCc1ccccc1Cl	-3%	.	0%	-0.3%	.
30	Clc1cccc(N2CCN(Cc3nnc(-c4ccccc4)o3)CC2)c1	-84%	-6%	3%	2.3%	-21%

entry	ATXN2 expr inh	Nrf2 block	TGFb SMAD3 inh	ATXN viability
16	-18%	-8%	?	?
17	1%	-1%	-21%	i
18	-4%	11%	-1%	i
19	-21%	5%	0%	i
20	10%	1%	12%	i
21	19%	1%	?	i
22	11%	6%	2%	i
23	-6%	-16%	-2%	i
24	-18%	-14%	7%	i
25	0%	17%	-12%	i
26	-27%	-4%	2%	i
27	.	7%	-1%	i
28	19%	?	?	?
29	5%	.	-4%	i
30	-9%	0%	-14%	.

Of the compounds above, these have an NH in an aromatic ring.
entry	SMILES	HepG2 tox	MCF10A rerep	A549 viability	Nrf2 activator	EPAC2 antagonist
14	NC(=O)c1ccsc1NC(=O)COC(=O)Cc1c[nH]c2ccccc12	-25%	3%	-13%	2.7%	-5%
20	Cc1cc(=O)[nH]c(N2CCc3ccccc3C2)n1	-18%	4%	15%	0.1%	2%

entry	ATXN2 expr inh	Nrf2 block	TGFb SMAD3 inh	ATXN viability
14	-15%	?	-6%	i
20	10%	1%	12%	i

The listing continues.
entry	SMILES	HepG2 tox	MCF10A rerep	A549 viability	Nrf2 activator	EPAC2 antagonist
31	O=C(Nc1cccc(C(F)(F)F)c1)c1csc([C@H]2C[C@H](O)[C@@H](CO)O2)n1	-13%	.	.	3.6%	-7%
32	Cc1nc(Cl)sc1C(=O)Nc1cccc(Cl)c1	14%	6%	0%	?	0%
33	Cc1ccc(-c2nnc(CSc3nncn3N)o2)cc1	3%	-8%	0%	0.2%	-4%
34	COC(=O)c1scc(C)c1NC(=O)C(Cl)c1ccccc1 (centres undefined)	-9%	-3%	2%	13µM*	-24%
35	CN(C)CCn1c(=O)n(Cc2ccccc2)c(=O)c2c3c(sc21)CCCCC3	-22%	11%	3%	0.5%	-10%
36	N#Cc1ccccc1S(=O)(=O)N1CCN(C(=O)C2COc3ccccc3O2)CC1 (centres undefined)	-13%	0%	12%	2.5%	-3%
37	COc1cc(/C=N/N2CCN(Cc3ccccc3)CC2)cc(OC)c1OC(C)=O	-8%	-3%	0%	-0.8%	-1%
38	CCCS(=O)(=O)C(=C1NCCO1)S(=O)(=O)CCC	-16%	-8%	-14%	-0.4%	-18%[57.1 µM]
39	CCNC(=S)N1CCN(CCN=CC2=C(O)CC(c3ccco3)CC2=O)CC1 (centres undefined)	-9%	-1%	-2%	0.0%	-2%
40	Cc1nnc(C)n1/N=C/C=C/c1ccccc1	-34%	5%	4%	3.1%	-2%
41	CC(C)N(C(=O)CC1ON(C)C(=O)N1c1ccc(Cl)cc1)C(C)C (centres undefined)	-22%	0%	3%	-0.2%	-19%
42	Nc1nc2c(ncn2[C@@H]2O[C@H](CNCc3cnc(N4CCOCC4)s3)[C@@H](O)[C@H]2O)c(=O)[nH]1	-15%	.	.	-0.4%	-2%
43	O=C(O)CCC(=O)NCC(=O)c1ccc(F)cc1	1%	1%	0%	-1.9%	9%
44	CCN(CC)C(=O)c1cccc(-c2csc(C(O)c3ccccc3)n2)c1 (centres undefined)	-19%	.	.	-0.8%[9.22 µM]	-3%
45	CCc1nnc(NC(=O)CSCc2cc(=O)n3cc(C)sc3n2)s1	5%	2%	0%	0.4%	3%

entry	ATXN2 expr inh	Nrf2 block	TGFb SMAD3 inh	ATXN viability
31	8%	.	24%	i
32	-45%	0%	8%	?
33	2%	2%	-1%	i
34	.	4%	-12%	i
35	-17%	-24%	15%	i
36	1%	-4%	0%	i
37	-2%	-8%	-7%	i
38	-10%	-24%	-2%	i
39	-20%	.	3%	i
40	5%	.	1%	i
41	-7%	-16%	-16%	i
42	13%	.	3%	i
43	-6%	1%	9%	i
44	?	.	0%	.
45	5%	11%	18%	i

3 structures already listed, ordered by molar mass, lowest first:
entry	SMILES	HepG2 tox	MCF10A rerep	A549 viability	Nrf2 activator	EPAC2 antagonist
41	CC(C)N(C(=O)CC1ON(C)C(=O)N1c1ccc(Cl)cc1)C(C)C (centres undefined)	-22%	0%	3%	-0.2%	-19%
45	CCc1nnc(NC(=O)CSCc2cc(=O)n3cc(C)sc3n2)s1	5%	2%	0%	0.4%	3%
31	O=C(Nc1cccc(C(F)(F)F)c1)c1csc([C@H]2C[C@H](O)[C@@H](CO)O2)n1	-13%	.	.	3.6%	-7%

entry	ATXN2 expr inh	Nrf2 block	TGFb SMAD3 inh	ATXN viability
41	-7%	-16%	-16%	i
45	5%	11%	18%	i
31	8%	.	24%	i

Further entries follow.
entry	SMILES	HepG2 tox	MCF10A rerep	A549 viability	Nrf2 activator	EPAC2 antagonist
46	O=C(Nc1ccc(CN2CCS(=O)(=O)CC2)cc1)c1ccc(F)cc1	2%	0%	0%	-0.2%	0%
47	CN(CC(=O)Nc1ccccc1Cl)C(=O)COC(=O)CSc1ccc(F)cc1	-42%	-2%	-3%	0.0%	20%
48	CC(C)(C)NC(=O)NC(=O)CN1CCC(Cc2ccccc2)CC1	-16%	?	3%	-0.4%	-4%
49	O=C(NCCc1ccccc1)c1ccc(NC(=O)c2cccnc2)cc1	14%	-3%	2%	-0.2%	8%

entry	ATXN2 expr inh	Nrf2 block	TGFb SMAD3 inh	ATXN viability
46	.	10%	5%	i
47	-13%	8%	5%	i
48	-17%	4%	?	i
49	.	-7%	11%	i

Compound activity deposited in PubChem BioAssay by National Center for Advancing Translational Sciences (NCATS).
